# Screens from PubChem.
# CBFb-RUNX1 inh: CBF-beta/RUNX1 interaction disruption. AlphaScreen CBFb-His/RUNX1-biotin binding, biochemical. Potency, µM (titrated, usually from 59.8 µM), without a hit: at the top dose activity, negative = inhibition, usual class: inhibitors. 230,000 tested, under 10 active; further: % of control where 0% means no effect
# Target sequence (Q01196 whole entry, looked up): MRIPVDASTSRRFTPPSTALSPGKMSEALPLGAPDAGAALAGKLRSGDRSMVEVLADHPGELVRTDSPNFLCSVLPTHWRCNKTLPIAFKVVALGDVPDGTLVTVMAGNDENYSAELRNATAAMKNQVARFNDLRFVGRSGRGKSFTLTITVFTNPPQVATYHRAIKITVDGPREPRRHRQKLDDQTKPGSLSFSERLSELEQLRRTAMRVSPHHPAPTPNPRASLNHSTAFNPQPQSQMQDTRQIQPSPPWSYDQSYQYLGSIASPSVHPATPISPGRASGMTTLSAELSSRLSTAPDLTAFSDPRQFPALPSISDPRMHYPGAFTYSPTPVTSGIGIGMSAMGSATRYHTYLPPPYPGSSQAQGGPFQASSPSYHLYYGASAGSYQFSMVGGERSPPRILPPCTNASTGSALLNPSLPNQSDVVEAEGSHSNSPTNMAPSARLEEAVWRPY
# Target sequence (Q13951 whole entry, looked up): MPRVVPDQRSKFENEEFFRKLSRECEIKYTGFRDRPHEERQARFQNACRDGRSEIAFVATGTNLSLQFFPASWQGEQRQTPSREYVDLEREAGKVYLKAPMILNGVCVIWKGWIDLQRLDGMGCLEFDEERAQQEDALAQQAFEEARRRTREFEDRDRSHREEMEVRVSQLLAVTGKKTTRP
#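 Compounds were screened at multiple concentrations against a preformed CBF-beta(His)/RUNX1(biotin) complex (30 nM of each) for 15 min at room temperature, followed by 90 min with nickel and streptavidin beads and AlphaScreen reading.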
# IMPase Li cell: cell-permeable IMPase inhibitors with lithium potentiation; CHO-M1 cells, IP1 TR-FRET (IP-One), carbachol + lithium; Potency, µM (titrated, usually from 59.4 µM), inactives show at the top dose activity, negative = IMPase inhibition, hits mostly inhibitors; 210,000 tested, 0.35% active; AID 1457;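 further: IP1 builds up when IMPase is blocked and the TR-FRET signal falls; potency means the concentration at half of the fitted maximal effect; plate controls were basal vehicle for no effect and high inhibitor control for full effect; nearly all actives have a fitted effect of over 50% in size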
#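 CHO-M1, 2000 cells/well, 16–30 h culture; cpd + low Li+, 30 min 37C; lysis with d2-IP1/Eu-anti-IP1 Ab, 10 min RT; TR-FRET 665/620 ratio and 620 channel; AC50 via Hill.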
# NPSR antagonist: antagonists of human neuropeptide S receptor cAMP signaling; Q6W5P4; CHO-NPSR cells, cAMP TR-FRET, antagonist mode; Potency, µM (titrated, usually from 38.3 µM), without a hit: at the top dose activity change, negative = inhibition, most hits filed as inhibitors; 220,000 tested, 1% active; AID 1461; further: potency means the concentration at half of the fitted maximal effect; on the % scale 0 is the no-effect control and ±100 the full control effect; nearly all actives have a fitted effect of over 50% in size; many of its hits are not listed in these tables
# Target sequence (Q6W5P4 whole entry, looked up): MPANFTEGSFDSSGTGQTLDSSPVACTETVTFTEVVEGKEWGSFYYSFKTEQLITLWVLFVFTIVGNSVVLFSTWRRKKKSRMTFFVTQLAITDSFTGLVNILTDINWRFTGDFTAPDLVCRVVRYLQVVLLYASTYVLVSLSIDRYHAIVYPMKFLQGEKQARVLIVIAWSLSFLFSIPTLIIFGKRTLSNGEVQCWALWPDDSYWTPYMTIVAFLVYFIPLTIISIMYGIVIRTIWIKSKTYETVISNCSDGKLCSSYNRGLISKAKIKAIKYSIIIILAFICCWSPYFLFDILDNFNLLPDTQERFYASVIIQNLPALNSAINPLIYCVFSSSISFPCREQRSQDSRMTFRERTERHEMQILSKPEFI
# Epigenetic reg: regulators of epigenetic silencing causing reporter derepression in mouse cells; 280,000 tested, 0.2% active; Potency, µM (doses to about 53.9 µM), for the others: at the highest dose GFP activation, most hits filed as activators; murine LDR cells, GFP reporter derepression, 30 h; further: potency means the concentration at half of the fitted maximal effect; % of control where 0% means no effect; nearly all actives have a fitted effect of over 60% in size
#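 Derepression of a silenced CMV-GFP reporter in murine LDR cells is scored by enumerating GFP-positive cells with a laser-scanning microplate cytometer after 30 hours of treatment at 37 C.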
# KinaseGlo FLuc: counter-screen: inhibitors of Kinase-Glo firefly luciferase. Q27757. Kinase-Glo luciferase, ATP luminescence, 8 min. Potency, µM (doses to about 38.3 µM), for the others: top-dose activity change, negative = inhibition, hits mostly inhibitors. 200,000 tested, 0.28% active. AID 1379; further: potency means the concentration at half of the fitted maximal effect; on the % scale 0 is the no-effect control and ±100 the full control effect; nearly all actives have a fitted effect of over 60% in size
#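 Inhibition of Kinase-Glo luciferase light generation was assessed at 10 uM ATP in pH 7.2 imidazole buffer, with luminescence measured after eight minutes at ambient temperature.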
# HttQ103 aggreg: reduces HttQ103-GFP aggregates in PC12 cells | Potency, µM (doses to about 46.1 µM), for the others: at the highest dose activity change, negative = inhibition, usual class: inhibitors | PC12 HttQ103-GFP aggregates, Acumen cytometry, 40 h | 220,000 tested, 1.1% active; further: potency means the concentration at half of the fitted maximal effect; on the % scale 0 is the no-effect control and ±100 the full control effect; nearly all actives have a fitted effect of over 60% in size
#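 Read-out: GFP aggregate count by laser scanning cytometer (488 nm excitation, 500-530 nm emission, 1–25 µm objects >6 SD above background). Cells: PC12, inducible HTTex1-Q103-GFP, 100 nM tebufenozide; compounds titrated.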
# L3MBTL1 block: inhibitors of human L3MBTL1. AlphaScreen L3MBTL1–H3K9me1 peptide binding. AID 485360. Q9Y468. Potency, µM (highest dose often 57.1 µM), for the others: at the highest dose activity, negative = inhibition, actives largely listed as inhibitors. 230,000 tested, 0.66% active; further: potency means the concentration at half of the fitted maximal effect; on the % scale 0 is the no-effect control and ±100 the full control effect; nearly all actives have a fitted effect of over 60% in size
#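 AlphaScreen assay: L3MBTL1 (50 nM final) was preincubated 30 min at room temperature with biotinylated H3(1-15)K9me1 peptide (75 nM final), then 30 min with library compounds; streptavidin donor and nickel chelate acceptor beads (10 ug/mL final) added, 30 min dark.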
# * = called active by the depositor; ? = inconclusive; . = not tested or not shown; [ ] = dose if it differs, or a comment. The call rests on the fitted dose curve; in most records, active means well fitted curve in the direction sought with a large enough effect; inconclusive means small, poorly fitted or top-dose-only effect, or another doubt; inactive means no such curve, though single readings can be large; an effect the other way counts as inactive or inconclusive.
# Values in the order: CBFb-RUNX1 inh | IMPase Li cell | NPSR antagonist | Epigenetic reg | KinaseGlo FLuc | HttQ103 aggreg | L3MBTL1 block
> Clc1ccc(CSc2nnc(-c3ccncc3)o2)cc1
→ 6% | 5%[38.3 µM] | -11%[46.1 µM] | 1.9% | -3% | 10µM* | 3%
> CCCc1cc(=O)[nH]c(SCc2ccccc2)n1
→ 5% | 14%[38.3 µM] | 5%[46.1 µM] | 0.0% | 2% | -18% | .
> Nc1ncnc(NNC(=O)CNC(=O)c2c(F)cccc2Cl)c1[N+](=O)[O-]
→ -10% | 0% | 13% | 0.0% | -2% | -3% | .
> COc1ccccc1N/C(=N/S(=O)(=O)c1ccc(C)cc1)c1ccc(Cl)cc1
→ -1% | 30%[38.3 µM] | ? | -3.3% | 0% | ? | -6%
> Cc1cccnc1NC(=O)CCNS(=O)(=O)c1ccc2c(c1)c(=O)n(C)c(=O)n2C
→ 0% | 0% | -2% | -1.2% | 1% | -5% | .
> CCCn1cnc2c(c1=O)c1nc3ccccc3nc1n2CCc1ccccc1
→ 0% | 2%[38.3 µM] | 5%[46.1 µM] | 2.2% | 2% | -6% | -2%
> COc1ccc2[nH]c(=S)[nH]c2c1
→ 4% | -12%[38.3 µM] | -4%[46.1 µM] | 0.0% | -3% | 7% | 1%
> O=C1OCCN1C(=O)[C@H]1[C@H](c2ccccc2)C(c2ccccc2)=NN1c1ccc(Br)cc1
→ ? | -10% | . | -1.4% | -1%[39.9 µM] | . | 31%[activator]
> CN(Cc1ccncc1)C1CC(=O)N(c2ccc(Cl)cc2)C1=O (configuration not stated)
→ 2% | -19%[38.3 µM] | 2%[46.1 µM] | -0.7% | -5% | -4% | 2%
> COCCCN1C(=O)C(O)=C(C(C)=O)C1c1ccccn1 (configuration not stated)
→ 6% | 1% | -2%[46.1 µM] | -12% | 7% | -8% | 6%

# (further entries)
# Values in the order: CBFb-RUNX1 inh | IMPase Li cell | NPSR antagonist | Epigenetic reg | KinaseGlo FLuc | HttQ103 aggreg | L3MBTL1 block
> CCCCN(CCCC)CC(O)COc1ccc(Br)cc1 (configuration not stated)
→ -3% | . | -8% | 0.9% | . | 40%[9.22 µM] | .
> COC(=O)NC1(C(F)(F)F)C(=O)Nc2c1c(=O)n(C)c(=O)n2C (configuration not stated)
→ 8% | 4% | 13% | 0.0% | -2% | 6% | -2%
> Cc1nc(-c2ccccc2)c(Cc2ccccc2O)c(=O)[nH]1
→ 3% | 7% | -3% | 0.0% | -4%[7.66 µM] | -4%[9.22 µM] | .
> O=C(O)c1cc(Br)ccn1
→ . | -10% | 8% | 9.4% | 12% | -8% | .
> Cc1ccc(NC(=O)C2CC(=O)N(Cc3ccco3)C2)cc1 (configuration not stated)
→ -5% | . | 3% | 0.0% | . | -7%[9.22 µM] | -2%
> O=C(CN1C(=O)NC2(CCCCCC2)C1=O)N1CCN(S(=O)(=O)c2ccccc2)CC1
→ -6% | 4% | 9% | -1.5% | -1% | 9% | 29%
> O=C1CS/C(=C\[N+](=O)[O-])N1c1ccccc1
→ 1% | -1%[38.3 µM] | -25%[46.1 µM] | -2.3% | -10% | 3% | -10%
> N#Cc1cccc(NC(=O)CN2NS(=O)(=O)c3ccccc3C2=O)c1
→ -2% | 7%[38.3 µM] | -12%[46.1 µM] | -1.0% | -2% | 17% | .
> CC(C)(C)c1cnnn1-c1ccc([N+](=O)[O-])cc1
→ -1% | -1% | 4% | 1.3% | 6% | 3% | 5%
> CCCC1(c2ccccc2)NC(=O)N(CC(=O)Nc2cc(S(=O)(=O)N3CCOCC3)ccc2Cl)C1=O (configuration not stated)
→ -3% | 8% | -41% | 1.1% | -1% | -4% | 0%

# Arranged by value in HttQ103 aggreg (falling): some entries from above.
SMILES | CBFb-RUNX1 inh | IMPase Li cell | NPSR antagonist | Epigenetic reg | HttQ103 aggreg | L3MBTL1 block
O=C(CN1C(=O)NC2(CCCCCC2)C1=O)N1CCN(S(=O)(=O)c2ccccc2)CC1 | -6% | 4% | 9% | -1.5% | 9% | 29%
O=C1CS/C(=C\[N+](=O)[O-])N1c1ccccc1 | 1% | -1%[38.3 µM] | -25%[46.1 µM] | -2.3% | 3% | -10%
CCCC1(c2ccccc2)NC(=O)N(CC(=O)Nc2cc(S(=O)(=O)N3CCOCC3)ccc2Cl)C1=O (configuration not stated) | -3% | 8% | -41% | 1.1% | -4% | 0%

# (next part)
# Values in the order: CBFb-RUNX1 inh | IMPase Li cell | NPSR antagonist | Epigenetic reg | KinaseGlo FLuc | HttQ103 aggreg | L3MBTL1 block
> O=C(NCCc1ccccc1)c1cnc2n(c1=O)CCS2
→ 5% | -9% | 3% | 0.1% | 1% | -9% | .
> Cc1cccc(N2CCN(CC(=O)Nc3ccccc3[N+](=O)[O-])CC2)c1C
→ -13% | 12%[38.3 µM] | -10%[46.1 µM] | 0.0% | 0% | -8% | -13%
> COc1cc(CC(=O)Nc2ccccc2N2CCCCC2)cc(OC)c1OC
→ 3% | 11% | -31% | 0.0% | 0% | -9% | 6%
> O=C(Nc1nnc(SCc2ccc(F)cc2)s1)c1cccnc1Cl
→ -7% | -2% | -25% | 1.1% | 5% | 1% | -1%
> CC(C)[C@@H](C(=O)OCC(=O)Nc1ccc2c(c1)OCO2)N1C(=O)c2ccccc2C1=O
→ -14% | 17%[38.3 µM] | -25%[46.1 µM] | 0.5% | 0% | 7% | .
> COc1ccc(OC)c(N(CC(=O)NCc2cccnc2)S(C)(=O)=O)c1
→ -10% | 9%[38.3 µM] | 12%[46.1 µM] | 0.0% | 2% | -2% | .
> Cc1ccccc1C(=O)NC(CC(C)C)C(=O)Nc1ccc(S(N)(=O)=O)cc1 (configuration not stated)
→ 8% | 5% | 14% | -0.6% | 0% | 11% | 1%
> N#Cc1cc([N+](=O)[O-])ccc1NC(=O)COC(=O)C12CC3CC(CC(C3)C1)C2
→ ? | 17% | 16% | -2.8% | 5% | -18% | -6%
> O=C(COC(=O)c1cccc(Cl)c1)NCCN1C(=O)CSC1=O
→ -1% | 2% | 5% | -1.5% | 12% | -1% | 7%
> CCn1c(SCC(=O)Nc2ccc3c(c2)OCCO3)nnc1-c1ccco1
→ 3% | 18%[38.3 µM] | -10%[46.1 µM] | -1.1% | 3% | -18% | -1%

# Single values from the results shown.
# CCCn1cnc2c(c1=O)c1nc3ccccc3nc1n2CCc1ccccc1 | CBFb-RUNX1 inh: 0%
# CC(C)[C@@H](C(=O)OCC(=O)Nc1ccc2c(c1)OCO2)N1C(=O)c2ccccc2C1=O | KinaseGlo FLuc: 0%
# CN(Cc1ccncc1)C1CC(=O)N(c2ccc(Cl)cc2)C1=O (configuration not stated) | HttQ103 aggreg: -4%
# Clc1ccc(CSc2nnc(-c3ccncc3)o2)cc1 | KinaseGlo FLuc: -3%
# COc1ccc2[nH]c(=S)[nH]c2c1 | L3MBTL1 block: 1%

# The list goes on.
mol | CBFb-RUNX1 inh | IMPase Li cell | NPSR antagonist | Epigenetic reg | KinaseGlo FLuc | HttQ103 aggreg | L3MBTL1 block
Cc1nn(C(C)(C)C)c(OC(=O)c2cccs2)c1S(=O)(=O)c1ccccc1 | 2% | 21%[38.3 µM] | -23%[46.1 µM] | 0.0% | -2% | 13µM* | -4%[11.4 µM]
CCCc1nnc(-c2ccc(OC)cc2)o1 | -5% | 0% | 15% | -0.1% | -3% | -12% | -8%
CCn1nnnc1SCC(=O)NC1Cc2ccccc2C1 | 4% | . | 8% | -1.1% | . | -6%[9.22 µM] | 3%
O=C(O)CC(Cn1cnnn1)c1ccccc1 (configuration not stated) | -1% | -2%[38.3 µM] | 21%[46.1 µM] | 0.0% | 2% | -1% | 5%
O=C(CSc1nnc(-c2ccco2)n1Cc1ccccc1)NCc1ccccc1 | -6% | 3% | -7%[46.1 µM] | 0.1% | 3% | 0% | 2%
COC(=O)C1(C(=O)OC)NOC2C(=O)N(N(C)c3ncc(C(F)(F)F)cc3Cl)C(=O)C21 (configuration not stated) | 7% | -9% | 14% | 0.0% | -1% | 10% | .
CC(C)Cn1c(SCc2nnc(-c3cccs3)o2)nc(O)cc1=O | -20% | 3%[38.3 µM] | -11%[46.1 µM] | 0.1% | -2% | 2% | 6%
CCn1cc(C(=O)N2CCN(C(=O)c3ccco3)CC2)c2cc(OC)c(OC)cc2c1=O | 5% | 7%[38.3 µM] | -8%[46.1 µM] | -6.3% | 1% | 6% | 12%
OC1C=CSc2nc3ccccc3n21 (configuration not stated) | 8% | 12%[38.3 µM] | -9%[46.1 µM] | ? | 2% | ? | .
N#Cc1nc(COc2ccc(Br)cc2)oc1NCCCn1ccnc1 | -29% | 8% | -9%[46.1 µM] | 0.9% | -1% | -26% | ?
CO[C@@H]1O[C@@H]2COC(c3ccccc3)O[C@@H]2[C@@H](OC)[C@@H]1O (some centres not stated) | -11% | 4% | 5% | -2.6% | -1% | -4% | ?
COc1ccc(NS(=O)(=O)c2ccc(OC)c(OC)c2)cc1OC | -7% | 10% | 22% | -1.0% | 2% | ? | -23%
O=C(NCCc1ccccc1)c1cccnc1N1CCCCCC1 | 4% | 8%[38.3 µM] | -6%[7.67 µM] | 1.8% | -1% | -22% | -5%
CC(C)CNC(=O)c1cccc(NC(=O)c2ccc(Cl)c([N+](=O)[O-])c2)c1 | -7% | 16% | -12% | 0.0% | 0% | -14% | 3%
COC(CNC(=O)[C@H](CSCc1ccccc1)N1Cc2ccccc2C1=O)OC | -3% | -3% | 8% | -0.3% | 0% | -1% | .

# Next section:
mol | CBFb-RUNX1 inh | IMPase Li cell | NPSR antagonist | Epigenetic reg | KinaseGlo FLuc | HttQ103 aggreg | L3MBTL1 block
COc1ccc(CCN2C(=O)C(Oc3ccccc3C)C2c2ccc3c(c2)OCO3)cc1OC (configuration not stated) | -4% | 10%[38.3 µM] | -25%[46.1 µM] | -2.2% | -1% | -28% | -14%
Cc1cccc(C)c1OCC(O)CNS(=O)(=O)c1ccccc1C(=O)N1CCOCC1 (configuration not stated) | -2% | 1% | 12%[46.1 µM] | -0.8% | 4% | -1% | 8%
COC(=O)C1=CN(CC2CCCO2)C=C(C(=O)OC)C1c1ccsc1 (configuration not stated) | 6% | 1%[38.3 µM] | -13%[46.1 µM] | 0.7% | 1% | 12% | 12%
C=CCOc1ccc2c(c1)c(S(=O)(=O)c1ccc(C)cc1)cn2COC | 13% | -15%[38.3 µM] | -19%[46.1 µM] | 1.6% | -5% | -12% | -1%
COC(=O)C1CCN(C(=O)c2ccc(SC)cc2OC)CC1 | 5% | 6%[38.3 µM] | -10%[7.67 µM] | 6.7% | -4% | 15% | 3%
O=C1CNC(=S)N1CCCn1ccnc1 | -24% | -11% | 16% | -1.4% | 0% | 18% | 12%

# Some of the compounds tested (hit frequency here may not be typical).
